Screening results deposited in PubChem BioAssay by National Center for Advancing Translational Sciences (NCATS).
Pf growth 96h: P. falciparum growth inhibition at 96 hours. P. falciparum luciferase reporter growth, 96 h. Potency, µM (doses to about 28.7 µM), for inactives: top-dose activity change, negative = inhibition, actives largely listed as inhibitors. 320,000 tested, 6.9% active. AID 504834; also: potency is read from the fitted curve at half-maximal effect; % is scaled to controls: 0 for no effect and ±100 for the full control effect
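Two-generation exposure (96 h) targets delayed-death phenotype. Reporter parasites carrying integrated firefly luciferase, in red cells at 2% hematocrit and 0.05% parasitemia final, kept at 37 C, 5% CO2; luminescence loss indicates inhibition.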
Shiga inhibitor: blocks Shiga toxin action in Vero cells; 290,000 tested, 9.2% active; inhibition, % at 38.7 µM; Vero cells, Shiga toxin protein synthesis inhibition reporter; in the data active = inhibition mostly above about 28%, no sharp cut-off; inactive = mostly below about 43%; also: 0% is about no effect
Pf growth 48h: inhibits P. falciparum growth in the first generation, 48 h | P. falciparum luciferase growth in erythrocytes, 48 h | Potency, µM (top dose mostly 28.7 µM), for inactives: at the highest dose activity change, negative = inhibition, usual class: inhibitors | 310,000 tested, 5.9% active | AID 504832; also: potency is read from the fitted curve at half-maximal effect; % is scaled to controls: 0 for no effect and ±100 for the full control effect
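First compound was added to culture medium, then infected red cells at 0.1% parasitemia and 2% hematocrit (final). After incubation at 37 C under 5% CO2, luciferase detection reagent was dispensed and light output recorded.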
CHX counter: counter-screen hit for Shiga toxin inhibitors, cycloheximide. 300,000 tested, 12% active. cell reporter, cycloheximide protein synthesis inhibition counterscreen. max response, %; in the data active = max response mostly above about 13%, no sharp cut-off; inactive = mostly below about 14%; also: read at 38.3 µM for the half of the compounds with a filed dose; 0% is about no effect
HCV inh: blocks hepatitis C virus. 340,000 tested, 3.4% active. Potency, µM (titrated, usually from 41.8 µM), inactives show at the top dose activity change, negative = inhibition, most hits filed as inhibitors. Huh7.5.1 HCVcc-Cre infection, luciferase reporter, 44 h; also: potency is read from the fitted curve at half-maximal effect; % is scaled to controls: 0 for no effect and ±100 for the full control effect
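After 44 h co-culture of compound, cells and HCVcc-Cre (~0.5 moi), substrate is added for 15 min at room temperature and luciferase measured over 15 sec. Cells were seeded at 1,000/well and pre-cultured 4 h.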
Giardia FBPA inh: blocks Giardia fructose-bisphosphate aldolase activity; purified Giardia FBPA; Potency, µM (top dose mostly 59.6 µM), inactives show top-dose activity, negative = inhibition, usual class: inhibitors; 290,000 tested, 0.71% active; also: potency is read from the fitted curve at half-maximal effect; % is scaled to controls: 0 for no effect and ±100 for the full control effect; nearly all actives have a fitted effect of over 55% in size
Target sequence (A8B2U2 whole entry, looked up): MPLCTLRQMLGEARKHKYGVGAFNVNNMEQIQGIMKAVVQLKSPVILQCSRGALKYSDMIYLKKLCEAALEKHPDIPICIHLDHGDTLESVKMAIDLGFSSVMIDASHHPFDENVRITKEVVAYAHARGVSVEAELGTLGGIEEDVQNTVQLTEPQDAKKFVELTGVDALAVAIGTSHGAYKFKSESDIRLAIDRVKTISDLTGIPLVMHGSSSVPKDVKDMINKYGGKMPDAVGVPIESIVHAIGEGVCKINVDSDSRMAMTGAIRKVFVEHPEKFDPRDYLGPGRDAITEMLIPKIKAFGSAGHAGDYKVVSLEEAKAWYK
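40 nM FBPA preincubated 10 min at RT with compound (up to 57.5 uM final), then substrate plus GAPDH/TPI/NAD/arsenate coupling and diaphorase/resazurin added. Fluorescence read after 20 min at RT, 525/598 nm.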
Starred values were filed as active, the others as inactive; ? = inconclusive; . = no result given; & = joins results of further samples; [ ] = dose if it differs, or a comment. Unless noted, calls follow the shape of the dose curve; as a rule, active = well fitted curve in the direction sought with a large enough effect; inconclusive = small, poorly fitted or top-dose-only effect, or another doubt; inactive = no such curve, though single readings can be large; an effect the other way counts as inactive or inconclusive.

Start of the listing, in advance:
Screens in order: Pf growth 96h	Shiga inhibitor	Pf growth 48h	CHX counter	HCV inh	Giardia FBPA inh
COc1cc(NC(=O)CN2C(=O)C(c3ccccc3)=NC2(C)C)cc(OC)c1
  7%	4	7%	4	-7%	4%
O=C(NCc1nnc(SCC(=O)N2CCOCC2)o1)c1c(F)cccc1F
  28%	-15	-6%	-2	13%	-1%
O=C(O)CC(NC(=O)C12CC3CC(CC(C3)C1)C2)c1cc([N+](=O)[O-])ccc1Cl (configuration not stated)
  ?	-8	36%[activator]	-3	10%	17%

The list itself, from the first entry:
Screens in order: Pf growth 96h	Shiga inhibitor	Pf growth 48h	CHX counter	HCV inh	Giardia FBPA inh
COc1cc(NC(=O)CN2C(=O)C(c3ccccc3)=NC2(C)C)cc(OC)c1
  7%	4	7%	4	-7%	4%
O=C(NCc1nnc(SCC(=O)N2CCOCC2)o1)c1c(F)cccc1F
  28%	-15	-6%	-2	13%	-1%
O=C(O)CC(NC(=O)C12CC3CC(CC(C3)C1)C2)c1cc([N+](=O)[O-])ccc1Cl (configuration not stated)
  ?	-8	36%[activator]	-3	10%	17%
Cc1ccc(CNC(=O)C2(c3cccs3)CCOCC2)cc1
  15%	-10	-11%	1	22%	0%
Cc1ccc(-n2c(=S)sc3c(=O)n(-c4ccccc4C)c(SCC(=O)O)nc32)cc1C
  31%[activator]	-13	-1%	-2	12%	-9%
CC(C)(C)OC(=O)N[C@@H](Cc1ccccc1)C(=O)N[C@@H](CO)[C@H](O)[C@@H]1C[C@@H]1C(=O)N1CCCC1
  -31%	-3	19%	-3	8%	11%
N#CNC(N)=Nc1cccc(Cl)c1
  .	1	?	-2	6%	-2%
COc1ccccc1NC(=S)N(CCN(C)C)C(C)c1ccncc1 (configuration not stated)
  4%	16	-10%	-3	10%	2%
O=c1[nH]c(=O)n(CCc2ccccc2)c(O)c1C=NCCN1CCNCC1
  -5%	-7	-6%	9	6%	-2%[12.9 µM]
Cc1ccc(C(=O)Nc2ccccc2N2CCCCC2)o1
  3%	-22	2%	-3	?	.
O=C(NCCCN1CCOCC1)c1cc(-c2ccccc2F)no1
  ?	55*	37%[activator]	28*	30%	.
Cc1ccc(OC(C)C(=O)N2CC(=O)Nc3ccccc32)c(C)c1 (configuration not stated)
  ?	18	-15%	-2	10%	1%
O=C1CN(C(=O)COC(=O)c2cccs2)c2ccccc2N1
  28%	.	9%	.	5%	.
CCc1ccc(-c2csc3ncn(CC(=O)NCc4ccco4)c(=O)c23)cc1
  -13%	30*	?	15*	?	0%
O=C(c1ccc(CS(=O)(=O)c2ccc(Br)cc2)o1)N1CCN(c2ncccn2)CC1
  1.9µM*	-7	.	-1	-8%	3%

Screens in order: Pf growth 96h	Shiga inhibitor	Pf growth 48h	CHX counter	HCV inh	Giardia FBPA inh
CCN(C(=O)CSc1nnc(NC2CCCCC2)s1)C1CCS(=O)(=O)C1 (configuration not stated)
  .	-17	?	-3	3%	2%
COc1ccc(OC)c(NC(=O)c2ccc(CN(c3cc(Cl)ccc3C)S(=O)(=O)c3ccccc3)cc2)c1
  ?	-1	1.5µM*	-2	-16%	-5%
O=c1oc2c3c4c(cc2c(C(F)(F)F)c1CCN1CCOCC1)CCCN4CCC3
  ?	-7	13%	0	-3%&-18%	-2%
COC(=O)C(C)Oc1cc(OC(C)C(=O)OC)c2c(-c3ccccc3)cc(=O)oc2c1 (configuration not stated)
  ?	-10	?	-3	?	1%
Nc1ccccc1C(=O)Nc1nccs1
  -6%	62*	105%[activator]	45*	12%	-4%
CN(C)c1cccc(C(=O)Nc2cccc(S(=O)(=O)NC3=NCCC3)c2)c1
  56%[activator]	70*	40%[activator]	33*	3%	.
COc1ccc(S(=O)(=O)N2CCN(C)CC2)c2ccccc12
  17%	8	23%	-1	9%	-21%
CCOC(=O)c1c(-c2ccc(C)o2)csc1NC(=O)CSc1nnc(C)s1
  169%[activator]	-7	12µM*	-1	?	-21%
CN(C)S(=O)(=O)N1CCC(Oc2cccc(C(=O)N3CCSCC3)c2)CC1
  ?	9	-26%	-1	4%	.
CC(=O)c1sc(NC(=O)C2CCN(C(=O)c3ccccc3C)CC2)nc1-c1ccccc1
  -9%	.	?	.	?	.
O=C(NCc1ccccc1)C1CCCN(S(=O)(=O)c2ccc(F)cc2)C1 (configuration not stated)
  12µM*	-8	-4%	-3	1%	.
N#C/C(=C/c1cn(-c2ccccc2)nc1-c1cccc(OCc2ccccc2)c1)C(=O)NCCCn1ccnc1
  2.1µM*	2	4.7µM*	-2	?	3%
COc1ccc(C(CCN)Cc2ccccc2)cc1 (configuration not stated)
  9%	-7	?	7	0%	2%
O=C(c1ccc(CS(=O)(=O)Cc2ccc(Cl)cc2)o1)N1CCCC1
  1%	3	20%	-4	?	0%
Cc1cc(NC(=O)c2n[nH]c(=O)c3ccccc23)ccc1Br
  ?	17	25%	-1	6%	2%

Screens in order: Pf growth 96h	Shiga inhibitor	Pf growth 48h	CHX counter	HCV inh	Giardia FBPA inh
OC[C@H]1O[C@@H](O[C@@H]2OC=C[C@H]3[C@H](O)[C@@H]4O[C@]4(CO)[C@@H]23)[C@H](O)[C@@H](O)[C@@H]1O
  .	0	.	-7	.	4%
CCN(C(=O)c1cn(C)c(=O)c2ccccc12)c1ccccc1F
  2%	-5	-15%	-2	11%	4%
O=C(COc1ccccc1)N1CCN(S(=O)(=O)c2ccc(Br)cc2)CC1
  1%	14	-22%	-1	11%	.
CCOc1ccc(S(=O)(=O)NCc2ccc(OC)cc2)c2cccnc12
  -6%	-11	9%	-1	-3%	0%
CCCC(=O)Nc1ccc2oc(-c3ccncc3)nc2c1
  ?	68*	18%	20*	-18%	-11%
Cc1nnc(SCC(=O)Nc2ncc3c(n2)CCCC3=O)s1
  9%	-6	18%	1	2%	3%
Cc1ccc(C(=O)NCC(=O)OCc2nnc(-c3ccc([N+](=O)[O-])cc3)o2)s1
  ?	.	-15%	.	10%	.
COc1ccccc1N1CCN(Cc2nc(N)nc(Nc3ccccc3)n2)CC1
  ?	-1	?	-1	?	-6%
CC(=O)Nc1cccc(/C(C)=N/NC(=O)c2ccccc2Cl)c1
  84%[activator]	22	15%	9	-8%	5%
O=C(NC1CCCCC1)NC1(C(=O)NCCCN2CCOCC2)CCCCC1
  22%	18	18%	-5	0%	4%
COc1cccc(-c2ccc(C#N)c(SCC(=O)NCCc3ccc(Cl)cc3)n2)c1
  ?	-5	0%	-3	-13%	0%
Cc1ccccc1-n1nnnc1SCC(=O)N(C)C1CCS(=O)(=O)C1 (configuration not stated)
  0%	2	25%	-2	3%	-3%
CC(C)(C)c1ccc(C(=O)NCC(=O)N2CCCC2)cc1
  -2%	37	8%	26*	27%	-3%
COc1ccc(NC(=O)CSc2ccc([N+](=O)[O-])cc2)cc1S(=O)(=O)N1CCOCC1
  -35%	.	-1%	.	?	.
Cc1ccc(N2CC(C(=O)Nc3ccc(S(=O)(=O)NCC4CCCO4)cc3)CC2=O)cc1C (configuration not stated)
  -6%	2	-1%	-6	-11%	-13%

Screens in order: Pf growth 96h	Shiga inhibitor	Pf growth 48h	CHX counter	HCV inh	Giardia FBPA inh
N#Cc1ccc(C(=O)Nc2nnc(-c3ccccn3)o2)cc1
  4%	19	40%[activator]	9	11%	19%
S=C(Nc1ccc(Nc2ccccc2)cc1)NC1CCCCCC1
  -7%	-9	-18%	-2	?	0%
CCOC(=O)C1CCCN(C(=O)c2cc(=O)c3ccccc3o2)C1 (configuration not stated)
  18%	6	3%	-3	-7%	1%
C=CCn1c(COc2ccccc2)nnc1SCC(=O)NCC(=O)OCC
  5%	13	2%	-4	20%	-10%
C/C(=N\NC(N)=O)C1CC(Cc2ccccc2)C(=O)O1 (configuration not stated)
  -20%	-9	-3%	-2	10%	0%
Cc1cccc(Cn2c(NCC(C)O)nc3c2c(=O)n(C)c(=O)n3C)c1 (configuration not stated)
  .	-14	-9%	-1	4.5µM*	-1%
COc1ccc(C(=O)NCc2ccccn2)cc1
  -3%	8	32%[activator]	13	25%	5%
O=C(NCCCN1CCOCC1)C1CCC(=O)N1CCc1ccccc1 (configuration not stated)
  -5%	3	.	-3	5%	3%
CCCS(=O)(=O)N1CCCC(C(=O)NCC2CCCO2)C1 (configuration not stated)
  .	-4	7%	-5	-8%	5%
COC(=O)c1sccc1NC(=O)Nc1cc(C)ccc1OC
  ?	-10	-25%	2	-28%	5%
CC(=O)C1=C(NC(=O)c2ccc(C(F)(F)F)cc2)C[C@@H]2[C@H]1C2(C)C
  2%	-7	-5%	-4	7%	2%
Cc1nc(SCC(=O)Nc2nnc(C(C)C)s2)n[nH]1
  9%	-7	0%	-10	20%	?
O=[N+]([O-])c1cccc(-n2nnnc2CN2CCCCCC2)c1
  55%[activator]	-12	-22%	1	-3%	-8%
COc1ccc(C(=O)NCc2ccncc2)cc1S(=O)(=O)N1CCOCC1
  ?	.	-12%	.	24%	.
CCOc1ccc2nc(NC(=O)C3CCCN(S(=O)(=O)c4c(C)noc4C)C3)sc2c1 (configuration not stated)
  13µM*	28*	?	25*	11µM*	-1%

Screens in order: Pf growth 96h	Shiga inhibitor	Pf growth 48h	CHX counter	HCV inh	Giardia FBPA inh
c1ccc(CCNCc2cccnc2)cc1
  14%	-1	78%[activator]	3	9%	?
CN(Cc1cn(C)nc1-c1ccc(Oc2ccccc2)cc1)Cc1cnc2ccccn12
  ?	-13	?	-2	?	-8%
Nc1nnc(SCC(=O)NNC(=O)c2ccc([N+](=O)[O-])cc2)s1
  -13%	.	22%	.	7%	.
Cc1nn(Cc2c(F)c(F)c(F)c(F)c2F)c(C)c1NC(=O)c1ccc(COc2ccc(F)cc2)o1
  ?	-14	?	-1	2µM*	5%
CC(C)(C)OC(=O)N[C@@H](Cc1ccccc1)c1nnc(SCC(=O)c2ccc(Cl)cc2)o1
  ?	-14	.	5	.	1%
COc1ccccc1CC(=O)Nc1cccc(C(=O)Nc2nccs2)c1
  ?	28	?	11	?	-3%
O/N=C\c1cccn1-c1nccs1
  103%[activator]	-19	.	-3	8%	-2%
O=C(Oc1ccccc1N1C(=O)CCC1=O)c1ccco1
  9.3µM*	-9	-9%	1	18%	-24%
CCCCCCCOC(=O)c1nc(Cl)c(Cl)c(N)c1Cl
  ?	19	?	-6	-1%	-8%
Cc1cc(C)nc(SCc2ccc3nonc3c2)n1
  ?	14	?	11	0%	-1%
CC(Oc1ccc(Cl)cc1Cl)C(=O)OCC(=O)c1c(N)n(C)c(=O)n(C)c1=O (configuration not stated)
  ?	.	?	.	-5%	.
O=C(O)c1c[nH]c2ccc(S(=O)(=O)N(CCCl)CCCl)cc12
  15%	-13	.	-5	12%	25%
COc1ccc(C(CCNCc2ccc(OC(C)C)cc2)c2ccccc2OC)cc1 (configuration not stated)
  12µM*	-4	12µM*	-5	?	0%
C=CCOC(=O)c1ccc(-n2cnc(C)n2)nc1
  42%[activator]	54	13%	-1	20%	2%
O=C(CCBr)N1CCN(C(=O)CCBr)CC1
  ?	.	-15%	.	.	-23%

Screens in order: Pf growth 96h	Shiga inhibitor	Pf growth 48h	CHX counter	HCV inh	Giardia FBPA inh
COc1ccc([N+](=O)[O-])cc1N(CC(=O)N1CCN(Cc2ccccc2)CC1)S(C)(=O)=O
  19%	-3	34%[activator]	1	16%	3%
Cc1ccc(Sc2ncccc2COC(=O)NC(C)C)cc1
  118%[activator]	118*	78%[activator]	37*	-5%	5%
Cc1nnc(SC(C)C(=O)Nc2ccc(S(=O)(=O)N3CCCCCC3)cc2)s1 (configuration not stated)
  .	-14	12µM*	-3	-13%	1%
Cc1c(S(=O)(=O)N2CCN(C(=O)c3ccco3)CC2)c(=O)n(C)c(=O)n1C
  0%	-14	17%	0	-11%	3%
c1cc(SSc2ccncc2)ccn1
  -7%	10	-19%[0.00184 µM]	-3	11%	?
CCOC(=O)c1ccc(N2C(=O)CC(N3CCCC(C)C3)C2=O)cc1 (configuration not stated)
  31%[activator]	-16	.	-2	14%	20%

Not a hit list; overall some 24% were active at least once.
